From PubChem
PfHsp40 rescue = restores yeast growth despite PfHsp40 toxicity. growth rescue, % at 12.5 µM. S. cerevisiae expressing PfHsp40, growth rescue, ATP luminescence. 0.68% of 340,000 active; in the data active = growth rescue above about 28%, passing the limit was not always enough;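 also: yeast W303a lacking pdr1 and pdr3 grown in galactose medium; growth measured after three days at 30 °C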
SARS 3CLpro inh = SARS-CoV 3CLpro protease inhibition | P0C6X7 | 0.14% of 290,000 active | recombinant SARS-CoV 3CLpro, quenched FRET peptide cleavage | AID 1706 | inhibition, % at 6 µM; in the data active = inhibition above about 12%
PriA SSB inh = inhibitors of Klebsiella pneumoniae PriA binding to SSB C-terminal tail. AlphaScreen SSBct-PriA binding, biotinylated peptide. inhibition, % at 33 µM. 0.6% of 430,000 active; in the data active = inhibition mostly above about 37%, no sharp cut-off; inactive = mostly below about 20%;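 also: plate controls were negative control peptide for no effect and reference peptide for full effect; strong numbers were not always called active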
DUSP3 inh = DUSP3 (human) phosphatase inhibition; P51452; inhibition, % at 13.3 µM; 0.52% of 290,000 active; recombinant VHR phosphatase, pNPP absorbance; in the data active = inhibition above about 50%; also: some compounds called inactive have numbers as strong as hits
BoNT-A LC inh2 = inhibitors of Botulinum neurotoxin A light chain protease. multiplex microsphere protease substrate cleavage, flow cytometry. inhibition, % at 10 µM. 0.17% of 360,000 active; also: plate controls were buffer without enzyme for full effect and enzyme alone for no effect
Yp Topo-I inh = Y. pestis Topo-I inhibition via cleavage products. Y. pestis Topo-I cleavage product accumulation, plate reader. activity, % at 10 µM. 0.064% of 360,000 active. AID 504884; in the data active = activity above about 50%, passing the limit was not always enough; also: inactives centre near 2
BH1578 lux ind = induces V. cholerae light production without autoinducers; V. cholerae BH1578 lux reporter, luminescence, 6 h; activation, % at 18.7 µM; 0.16% of 350,000 active; AID 588436; in the data active = activation mostly above about 9.7%, no sharp cut-off; also: not every result past the cut was called active; inactives centre near 0; reference of the scale not given here
Anthrax LF prot = anthrax lethal factor protease inhibition. P15917. inhibition, % at 10 µM. 0.12% of 360,000 active. multiplex microsphere protease cleavage assay, LF; also: plate controls were buffer without enzyme for full effect and enzyme alone for no effect
Target sequence (P15917 whole entry, looked up): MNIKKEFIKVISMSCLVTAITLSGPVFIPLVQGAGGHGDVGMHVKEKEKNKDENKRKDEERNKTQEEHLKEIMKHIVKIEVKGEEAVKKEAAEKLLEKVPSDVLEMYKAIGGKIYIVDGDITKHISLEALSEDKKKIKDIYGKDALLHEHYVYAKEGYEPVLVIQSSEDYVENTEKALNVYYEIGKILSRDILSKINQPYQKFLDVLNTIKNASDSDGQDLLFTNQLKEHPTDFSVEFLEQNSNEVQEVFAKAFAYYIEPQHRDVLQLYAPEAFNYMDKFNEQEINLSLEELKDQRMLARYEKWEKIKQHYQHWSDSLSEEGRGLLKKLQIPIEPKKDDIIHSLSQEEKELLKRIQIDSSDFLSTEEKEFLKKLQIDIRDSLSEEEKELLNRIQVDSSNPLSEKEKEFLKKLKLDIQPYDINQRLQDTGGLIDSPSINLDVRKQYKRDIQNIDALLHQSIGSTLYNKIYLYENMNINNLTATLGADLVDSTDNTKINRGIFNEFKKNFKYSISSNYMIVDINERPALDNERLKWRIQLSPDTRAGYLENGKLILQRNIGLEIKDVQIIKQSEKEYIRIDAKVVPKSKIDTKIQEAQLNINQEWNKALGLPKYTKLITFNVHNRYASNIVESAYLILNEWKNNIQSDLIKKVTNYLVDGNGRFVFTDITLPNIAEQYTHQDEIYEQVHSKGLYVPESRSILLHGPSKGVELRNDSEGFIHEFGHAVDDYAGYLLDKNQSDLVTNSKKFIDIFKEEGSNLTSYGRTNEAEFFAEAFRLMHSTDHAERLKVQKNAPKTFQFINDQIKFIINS
CCHF vOTU inh = blocks the CCHF virus ovarian tumor domain protease; CCHFV vOTU protease, Pep-AMC fluorescence; inhibition, % at 11.5 µM; 0.55% of 370,000 active; in the data active = inhibition above about 30%; also: 0% = vehicle wells with enzyme and 100% = no enzyme wells
TcdB inh = inhibitors of Clostridioides difficile toxin B glycohydrolase | TcdB glycohydrolase enzymatic assay, plate reader | inhibition, % at 9.99 µM | P18177 | 0.24% of 350,000 active; in the data active = inhibition above about 10%
Active calls of the source: *; i = inactive; nt = not tested or not shown. Rule as the data show it, unless noted: active = inhibition above about 30%; inconclusive = no clear call, values can overlap the other calls; inactive = below that. This is a subset; rates above refer to the full screens.

SMILES	PfHsp40 rescue	SARS 3CLpro inh	PriA SSB inh	DUSP3 inh	BoNT-A LC inh2	Yp Topo-I inh	BH1578 lux ind	Anthrax LF prot	CCHF vOTU inh	TcdB inh
Cc1sc2ncn(CC(=O)NCC3COc4ccccc4O3)c(=O)c2c1S(=O)(=O)N1CCCCC1 (stereo not given)	-0.3	0	-8	-2	-0.7	2	0.6	-15	3	-0.3
O=[n+]1c2c(n([O-])c3cc(F)c(F)cc31)CCCC2	-1.6	-1	3	37	1.7	-14	6.2	1	15	nt
Cc1nc(-n2cc(F)c(=O)[nH]c2=O)c2nc(C)oc2n1	2.6	3	-1	0	-2.5	3	i	-4	-9	nt
Cc1c(C(=O)N2CCC3(CC2)OCCO3)oc2ccc(S(=O)(=O)N3CCOCC3)cc12	-1.3	3	-12	17	1.5	2	-0.3	1	3	nt
COc1cc2ncnc(NCc3ccccc3F)c2cc1OC	-1.6	-1	7	22	-1.4	-9	-1.9	1	5	1.6
O=c1cc(-c2c(O)c3ccccc3n(Cc3ccccc3)c2=O)[nH][nH]1	155*	8	8	18	-1.6	6	-0.6	-2	23	0.8
CC1(C)CC(=O)C(C=NC2CCCCC2)=C(O)C1	0.5	0	-7	15	0.2	-5	-0.7	-1	4	nt
CCN(CC)c1nc2c(s1)C(=O)NCCC2	-2.3	0	-2	17	-0.3	7	1.7	-1	-7	nt
COC(=O)c1ccc(NC(=O)COc2ccc(C3C(C#N)=C(N)Oc4c3ccc3ccccc43)cc2OC)cc1 (stereo not given)	3.0	-3	2	13	1.4	13	-0.3	5	26	nt
Cc1ccnc(NC(=O)c2ccc(S(=O)(=O)c3ccccc3)cc2)c1	2.2	0	-23	40	0.1	2	i	1	-8	-0.1
Cc1nc2c(c(N3CCOCC3)n1)OCC(=O)N2	-0.5	-4	3	18	-0.1	-9	nt	0	8	1.9
CN(C(=O)c1nn(C)c2c1CSc1ccccc1-2)c1ccc(F)cc1	1.7	1	3	11	-0.2	22	i	-1	3	-3.7
O=C(Nc1ccc2c(c1)OCO2)c1ccccc1SCC(=O)N1CCCC1	0.1	6	-6	-1	-1.0	7	0.7	2	-5	nt
Cc1cccc(N=Nc2c(O)[nH]c3ccc(F)cc23)c1	-1.0	2	-4	3	-1.0	-8	-0.4	-8	7	0.3
C/C(=N/NC(=O)CSc1nc2ccccc2s1)c1ccncc1	-1.6	7	nt	10	-1.5	6	-0.4	10	-15	2.2
CC1Cc2c([nH]c(=O)n(-c3ccccc3)c2=O)O1 (stereo not given)	-1.1	nt	2	nt	-0.6	4	nt	5	4	-0.5
O=C(O)CCCN1C(=O)/C(=C\c2ccccc2OCc2ccccc2)SC1=S	0.6	4	3	24	-4.2	15	-0.4	3	15	-5.1
CCN(CC(=O)Nc1ccc(NC(C)=O)cc1)C(=O)c1ccc2ccccc2c1	0.3	nt	-25	nt	1.1	4	i	-2	-2	0.5
O=C(Nc1ccc(N2CCN(C(=O)c3ccco3)CC2)c(Cl)c1)c1cc2ccccc2o1	17	1	16	-4	-0.2	24	-0.1	-2	-2	nt
NNC(=O)CNC(=O)C12CC3CC(CC(C3)C1)C2	-1.6	-3	-4	17	0.2	2	-0.3	-2	-8	-1.6
O=C(CN1CCN(S(=O)(=O)c2cc(C(F)(F)F)ccc2Cl)CC1)N1CCc2ccccc2C1	0.5	nt	-3	nt	-1.0	-10	0.8	-5	13	1.8
CC(=O)C1C(c2ccc(F)cc2)c2c(noc2C)CC1(C)O (stereo not given)	1.3	2	-10	1	-2.8	2	0.7	-6	4	0.6
O=C(C1CCCO1)N1CCN(S(=O)(=O)c2ccc(Br)cc2)CC1 (stereo not given)	-0.4	4	-9	22	0.5	4	-0.6	-2	-8	-0.8
CCN(CCO)C(=O)c1ccc2oc(Cc3ccc(Cl)cc3)nc2c1	-0.1	-4	-16	1	-0.5	7	-1.1	1	-5	0.9
Cc1ccc(-c2nn(CC(=O)NCc3cc(-c4nn(C)c(=O)c5ccccc45)ccc3C)c(=O)c3ccccc23)cc1	-0.6	2	-17	2	-0.1	26	nt	-3	7	nt
CN(C)/C=C/C(=O)c1cnc(-c2ccc(Cl)cc2)s1	-0.7	-1	-2	14	1.4	-1	i	-7	-9	1.4
N#Cc1cc(-c2ccccc2)nnc1Sc1ccccc1	-2.0	3	-5	16	-0.3	-9	0.4	-1	2	nt
COc1ccc(Cl)cc1NC(=O)CN(C(=O)c1ccco1)C1CCCCC1	0.7	1	8	12	-2.4	1	-0.5	-13	-22	nt
N#CCc1ccc(NC(=O)Cn2c(=O)oc3ccccc32)cc1	-1.5	-2	-7	8	nt	3	-1.5	nt	3	0.8
Cc1ccccc1CSCC(=O)NNC(=S)NCC1CCCO1 (stereo not given)	0.7	2	-2	4	0.4	9	i	-1	3	-0.2
O=S1(=O)CCOC[C@H](Cc2ccccc2)N1Cc1ccccc1Br	7.1	nt	-47	nt	0.1	20	1.5	-6	-2	1.6
O=C(NCc1ccccc1F)C(c1ccccc1)c1ccccc1	1.6	-1	-4	-10	-1.7	6	i	3	9	-0.3
COC(=O)CN1C(=O)C2(C(C#N)=C(N)Oc3cc(C)oc(=O)c32)c2ccccc21 (stereo not given)	-0.1	-3	-10	21	-0.7	15	i	-3	-7	nt
CC(CNC(=O)CCS(=O)(=O)c1cc2c(cc1Cl)NC(=O)CO2)c1ccccc1 (stereo not given)	1.0	-4	2	-6	-0.5	-1	-0.4	-10	-4	0.5
CC(OC(=O)CC1Sc2ccccc2NC1=O)C(=O)N(C)Cc1ccccc1 (stereo not given)	1.1	nt	3	nt	2.0	2	-0.3	-5	-2	2.0
Clc1nc2c(ccc3ccccc32)[nH]1	-1.3	0	1	8	nt	3	-0.7	nt	-16	-0.9

5 of the compounds above, in markdown.
| SMILES | PfHsp40 rescue | SARS 3CLpro inh | PriA SSB inh | DUSP3 inh | BoNT-A LC inh2 | Yp Topo-I inh | BH1578 lux ind | Anthrax LF prot | CCHF vOTU inh | TcdB inh |
| --- | --- | --- | --- | --- | --- | --- | --- | --- | --- | --- |
| CN(C)/C=C/C(=O)c1cnc(-c2ccc(Cl)cc2)s1 | -0.7 | -1 | -2 | 14 | 1.4 | -1 | i | -7 | -9 | 1.4 |
| N#Cc1cc(-c2ccccc2)nnc1Sc1ccccc1 | -2.0 | 3 | -5 | 16 | -0.3 | -9 | 0.4 | -1 | 2 | nt |
| COc1ccc(Cl)cc1NC(=O)CN(C(=O)c1ccco1)C1CCCCC1 | 0.7 | 1 | 8 | 12 | -2.4 | 1 | -0.5 | -13 | -22 | nt |
| N#CCc1ccc(NC(=O)Cn2c(=O)oc3ccccc32)cc1 | -1.5 | -2 | -7 | 8 | nt | 3 | -1.5 | nt | 3 | 0.8 |
| Cc1ccccc1CSCC(=O)NNC(=S)NCC1CCCO1 (stereo not given) | 0.7 | 2 | -2 | 4 | 0.4 | 9 | i | -1 | 3 | -0.2 |

(continued)
SMILES	PfHsp40 rescue	SARS 3CLpro inh	PriA SSB inh	DUSP3 inh	BoNT-A LC inh2	Yp Topo-I inh	BH1578 lux ind	Anthrax LF prot	CCHF vOTU inh	TcdB inh
O=C1c2ccccc2C(=O)N1CCCC(=O)N1CCCc2ccccc21	-0.4	1	-1	-29	0.4	11	i	-2	-7	nt
CCOC(=O)c1cc(=O)c2ccc(OCc3ccccc3)cc2o1	2.6	1	-7	-8	-1.1	3	i	-22	4	0.7
O=C(NCc1ccc(Cl)cc1)c1cccc(S(=O)(=O)N2CCCC2)c1	-0.1	nt	2	nt	-0.4	7	0.0	0	12	0.4
O=C(CCC(=O)c1cccs1)OCC(=O)c1ccc(F)cc1	-0.3	nt	-1	nt	0.1	10	i	0	-2	-0.3
COc1cc(/C=C/C(=O)Nc2nc3ccc(S(=O)(=O)NC(C)C)cc3s2)cc(OC)c1OC	-0.5	1	-1	1	-0.2	-9	-0.3	2	11	nt
COc1cccc(NC(=O)c2nnn(Cc3ccc(Br)cc3F)c2N)c1	1.1	2	-5	2	-0.6	3	0.6	-4	9	0.9
CC(C)CNc1oc(-c2ccco2)nc1C#N	-0.2	8	-12	-22	-0.4	-3	0.5	2	-23	nt
COc1ccccc1C1C(C(C)=O)=C(C)N=c2s/c(=C\c3cc(OC)c(OC)c(OC)c3)c(=O)n21 (stereo not given)	20	2	nt	18	9.2	20	-1.7	16	1	nt
CCCN(CCC)CCNC(=O)c1cc2c(C)nc3ccccc3c2o1	10.0	-5	-7	30	0.5	9	-0.2	1	5	nt
Cc1ccc2cn[nH]c2c1[N+](=O)[O-]	-1.0	4	2	8	-1.0	-3	i	-1	9	0.1
CCc1noc(C)c1C(=O)Nc1cc(Cl)ccc1N1CCCC1	1.8	nt	-6	nt	0.0	26	-0.9	2	11	0.7
COCCNc1nc(-c2ccccc2)nc2c1oc1ccccc12	2.5	3	-11	4	-1.3	12	-0.3	-4	9	0.1
Cn1c(CSc2nnc(SCc3ccccc3)s2)nc2ccccc21	0.0	-1	-22	26	1.4	29	-0.3	-4	9	nt
COc1ccc(-c2nc3ccc(N4CCCC4)cc3c(=O)[nH]2)cc1OC	0.3	-6	3	21	-0.9	3	-4.3	-5	-45	nt
CCS(=O)(=O)N1Cc2ccccc2CC1C(=O)N1CCN(c2cccc(C)c2C)CC1 (stereo not given)	1.7	-6	3	14	1.5	16	-7.1	-5	3	nt
COc1cccc(C(=O)COC(=O)CCC(=O)NC2CCCCC2)c1	-0.2	0	-7	19	0.3	-3	-0.4	-1	2	0.3
NC(=O)CSc1ccc(-c2ccc(F)cc2)nn1	0.0	5	-3	-11	-0.9	-3	-0.2	-1	5	1.8
Cc1nc2ccccc2c(=O)n1-c1ccccc1[N+](=O)[O-]	-1.7	2	-12	0	-0.7	1	-0.3	1	-5	1.8
O=C(O)C1CC=C(Cl)CC1C(=O)NC1CCCCC1 (stereo not given)	-1.7	2	9	12	-0.6	6	-0.3	2	nt	nt
CCN1CN(Cc2ccco2)CNC1=S	-0.5	-1	-5	-3	2.4	0	-0.3	1	2	nt
